# KCNH2 WT inh: KCNH2 (human, wildtype) channel inhibition; Q12809; U2OS, BacMam KCNH2, thallium flux FluxOr; hits give low values; activity change, % at 1.84 µM; 340,000 compounds, 0.37% hits;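 active = maximum activity change below -70%; inconclusive = maximum activity change between -70% and -50%; inactive = maximum activity change above -50%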; note: % is set by controls: 0 for no effect and ±100 for the full control effect
# Target sequence (Q12809 whole entry, looked up): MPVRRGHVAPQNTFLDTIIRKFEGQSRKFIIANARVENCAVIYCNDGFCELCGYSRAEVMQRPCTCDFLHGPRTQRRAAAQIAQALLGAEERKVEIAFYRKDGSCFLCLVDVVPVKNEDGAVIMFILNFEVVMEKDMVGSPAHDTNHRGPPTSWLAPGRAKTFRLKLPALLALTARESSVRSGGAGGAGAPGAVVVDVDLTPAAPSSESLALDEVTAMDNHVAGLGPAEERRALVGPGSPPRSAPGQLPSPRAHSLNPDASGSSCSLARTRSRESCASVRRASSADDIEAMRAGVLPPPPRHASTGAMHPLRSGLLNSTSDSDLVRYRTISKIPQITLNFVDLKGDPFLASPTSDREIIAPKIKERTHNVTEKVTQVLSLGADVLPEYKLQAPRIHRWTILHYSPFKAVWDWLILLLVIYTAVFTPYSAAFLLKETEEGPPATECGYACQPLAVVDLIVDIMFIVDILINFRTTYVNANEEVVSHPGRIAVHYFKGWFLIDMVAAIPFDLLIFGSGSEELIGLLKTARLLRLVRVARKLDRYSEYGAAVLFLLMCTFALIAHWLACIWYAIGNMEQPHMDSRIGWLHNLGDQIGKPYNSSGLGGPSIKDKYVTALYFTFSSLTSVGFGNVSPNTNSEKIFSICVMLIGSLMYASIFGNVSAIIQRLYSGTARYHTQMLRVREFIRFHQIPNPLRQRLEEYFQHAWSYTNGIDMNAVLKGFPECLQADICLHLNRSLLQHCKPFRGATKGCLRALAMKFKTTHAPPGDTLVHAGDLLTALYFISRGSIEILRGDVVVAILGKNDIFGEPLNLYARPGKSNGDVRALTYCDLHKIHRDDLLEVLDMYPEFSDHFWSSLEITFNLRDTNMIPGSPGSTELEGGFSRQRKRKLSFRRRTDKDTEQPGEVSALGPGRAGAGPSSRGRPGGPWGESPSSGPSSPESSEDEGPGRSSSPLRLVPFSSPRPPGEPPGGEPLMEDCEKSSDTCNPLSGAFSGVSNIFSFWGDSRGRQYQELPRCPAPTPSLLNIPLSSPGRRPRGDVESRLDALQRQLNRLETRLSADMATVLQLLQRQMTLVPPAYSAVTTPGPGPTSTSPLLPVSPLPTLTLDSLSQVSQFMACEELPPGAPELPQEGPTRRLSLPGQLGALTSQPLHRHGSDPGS
#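 U2OS cells transduced with wild-type KCNH2 virus are loaded with FluxOr dye for 45 min, and thallium flux is measured in kinetic reads before and after stimulation buffer. Rate constants are normalized to DMSO controls.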
# B2AR arrestin: beta2AR (human) beta-arrestin recruitment activity. P07550. beta-arrestin recruitment to beta2AR, cell-based reporter. Potency, µM (doses to about 46.1 µM), inactives show at the top dose activation, actives largely listed as activators. 330,000 compounds, 0.02% hits. AID 492947;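 note: potency is the fitted concentration of half-maximal effect; 0% = DMSO controls and full agonism = EC100 isoproterenol or metaproterenol; nearly all actives have a fitted effect of over 65% in size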
# USP2a inh: USP2a (human) protease inhibition; O75604; USP2 core, Ub-CHOP2 coupled fluorogenic reporter, 485/531; Potency, µM (doses to about 38.3 µM), for the others: at the top dose activity change, negative = inhibition, most hits filed as inhibitors; 330,000 compounds, 0.01% hits;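 note: potency is the fitted concentration of half-maximal effect; plate controls were DMSO wells for no effect and full inhibition by NEM control for full effect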
#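 Deubiquitinase activity read as fluorescence (485/531 nm) after Ub-CHOP2 cleavage activates the enterokinase reporter on its substrate; USP2 core 10nM, Ub-CHOP2 and substrate 25nM each, 30min compound preincubation then 60min RT; data normalized to NEM, curves fitted.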
# KCNH2 3.1 block: blocks the human KCNH2 3.1 channel isoform; U2OS KCNH2 3.1, thallium flux FluxOr; hits give low values; activity change, % (tested at about 1.8 µM); 340,000 compounds, 0.95% hits; AID 720553;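 active = maximum activity change below -70%; inconclusive = maximum activity change from -70% to -50%; inactive = maximum activity change above -50%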;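 note: thallium influx rate constant from kinetic fluorescence after stimulation buffer; % is set by controls: 0 for no effect and ±100 for the full control effect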
#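 Channel expression came from 3.1 mutant virus (1.77 x 10^8 /mL) applied to suspended U2OS cells for 4 h. Flux was tracked with FluxOr dye plus Red40 quencher, and kinetic rate constants normalized to controls.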
# PKM2 act: increases activity of human pyruvate kinase M2; 260,000 compounds, 0.34% hits; Potency, µM (series often up to 57.5 µM), for the others: at the highest dose activation, hits mostly activators; AID 1631; purified PKM2, Kinase-Glo ATP luminescence, activation; response scale: 0% is enzyme alone, no compound; note: potency is the fitted concentration of half-maximal effect; % is set by controls: 0 for no effect and ±100 for the full control effect; nearly all actives have a fitted effect of over 55% in size
#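 ATP formation by purified human PK-M2, quantified via coupled luciferase luminescence after 1 h at room temperature with 0.1 mM ADP and 0.5 mM PEP final.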
# TRPV1 agonist: activates the human vanilloid receptor TRPV1. activation, % at 8.33 µM. AID 540275. Q8NER1. TRPV1-expressing cells, Fluo-8 calcium influx, agonist mode. 320,000 compounds, 0.19% hits; in the data active = activation above about 80%; inconclusive = between about 30% and that limit; note: 0% is about no effect
#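 Fluo-8 calcium influx in TRPV1-expressing cells, kinetic read (ex 480/em 520 nm). Compound added and read 3 min for agonist activity, followed by capsaicin at EC20 final and 2 min further read for enhancement.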
# Giardia killer: kills Giardia lamblia; AID 540267; activity change, % at 7.66 µM, hits read low; Giardia lamblia trophozoite viability; 340,000 compounds, 0.15% hits; in the data active = activity change below about -80%; inconclusive = between about -30% and that limit;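 note: parasites exposed to compound for two days anaerobically before the ATP read; % is set by controls: 0 for no effect and ±100 for the full control effect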
#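 Killing of trophozoites was scored by loss of ATP luminescence after a 48 hrs anaerobic exposure to compounds at 37 deg C, using 100 cells per well.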
# Menin MLL FP TR: displaces Texas Red mutant MLL peptide from human menin. 270,000 compounds, 0.23% hits. Potency, µM (titrated, usually from 61.6 µM), inactives show at the highest dose FP activity change, negative = inhibition, actives largely listed as inhibitors. O00255. Menin + Texas Red MLL mutant peptide, fluorescence polarization. AID 1768; active = well fitted inhibition curve with a large enough effect in the polarisation, with a control signal flat, not every such curve was filed as active; inconclusive = small, poorly fitted or top-dose-only effect, or effect the other way, or a change in a side signal; inactive = no such curve, though single readings can be large or run the other way; the % refers to the polarisation; note: potency is the fitted concentration of half-maximal effect; % of control where 0% means no effect; many of its hits are not listed in these tables
# MLL CXXC-DNA inh: MLL CXXC-DNA interaction inhibition | AID 2662 | Potency, µM (titrated, usually from 115 µM), for the others: at the top dose activity change, negative = inhibition, usual class: inhibitors | 290,000 compounds, 0.037% hits | MLL-CXXC / FITC-HOXA9 DNA fluorescence polarization; active = well fitted inhibition curve with a large enough effect in the polarisation, with a control signal flat, not every such curve was filed as active; inconclusive = small, poorly fitted or top-dose-only effect, or effect the other way, or a change in a side signal; inactive = no such curve, though single readings can be large or run the other way; the % refers to the polarisation; note: potency is the fitted concentration of half-maximal effect
#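 Steps: dispense CXXC domain solution (7 uM) → pin compounds or unlabeled HOX-A9 DNA control → 5 min ambient → add FLSN-HOX-A9 solution (50 nM) → spin → 30 min ambient → fluorescence polarization. Tris pH 7.5/NaCl/DTT/BSA buffer.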
# FBPA coupling cs: coupling enzyme interference in Giardia aldolase counter-screen | AID 2472 | activity change, negative = inhibition, % at 58.2 µM, hits read low | coupling enzyme system counterscreen, AmpLite Red fluorescence | 290,000 compounds, 0.67% hits; in the data active = activity change below about -30%; note: % is set by controls: 0 for no effect and ±100 for the full control effect
#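 Fluorescence at 525 nm excitation and 598 nm emission measured inhibition of the coupled detection system without aldolase. Compounds (at 57.5 uM final) were preincubated 10 min at room temperature with coupling enzyme reagent before a 20 min substrate/AmpLite Red step.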
# GALK inh: inhibitors of human galactokinase; P51570; Purified GALK, Kinase-Glo residual ATP luminescence; Potency, µM (top dose mostly 57.5 µM), without a hit: top-dose activity change, negative = inhibition, usual class: inhibitors; 270,000 compounds, 0.007% hits; note: potency is the fitted concentration of half-maximal effect; % is set by controls: 0 for no effect and ±100 for the full control effect
#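 Quantitative HTS: GALK 5 nM, ATP 35 uM, galactose 100 uM, 1 h room temperature, then luciferase-based ATP detection.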
# * = called active by the depositor; ? = inconclusive; / = not tested or not shown; [ ] = another dose, or the depositor's remark. Unless noted, calls come from the whole dose curve; as a rule, active = well fitted curve in the direction sought with a large enough effect; inconclusive = small, poorly fitted or top-dose-only effect, or another doubt; inactive = no such curve, though single readings can be large; an effect the other way counts as inactive or inconclusive. Only part of the results is shown (hit frequency here may not be typical).
SMILES,KCNH2 WT inh,B2AR arrestin,USP2a inh,KCNH2 3.1 block,PKM2 act,TRPV1 agonist,Giardia killer,Menin MLL FP TR,MLL CXXC-DNA inh,FBPA coupling cs,GALK inh
O=[N+]([O-])c1ccc(NCCNCCOc2nonc2-c2ccccc2)c([N+](=O)[O-])c1,-46.1,0.1%,-1.4%,-93.2*,-24.5%,-0.2,-17.0,?,2.0%,-3.6,-1.4%
Cc1ccccc1CN1CCN(Cc2cc3ccccc3o2)CC1CCO (stereo not given),2.6,-1.0%,1.2%,-15.7,-0.7%,1.9,?,-5.4%,0.1%,-1.9,5.3%
COc1ccccc1NC(=S)N1CCN(Cc2ccccc2)CC1,0.1,-0.6%,0.5%,7.0,-15.8%,1.9,-14.1,6.9%,1.4%,1.0,2.3%
CCCCSc1nc(C)c(CC(=O)O)c(=O)[nH]1,0.0,0.3%,0.7%,-0.6,0.3%,-0.8,7.3,-5.6%,0.0%,2.0,4.5%
CCc1nc(N2CCN(CC(=O)NCC3CCCO3)CC2)c(C#N)c2c1COC(C)(C)C2 (stereo not given),-6.4,-0.4%,2.5%,14.1,/,1.5,-7.9,/,-4.3%,/,3.5%
COc1cc(-c2nnc(SCC(=O)N3c4ccccc4Sc4ccccc43)o2)cc(OC)c1OC,12.1,-0.9%,-2.9%,-4.5,-25.8%,5.1,13.3,1.1%,21.4%,-0.6,-4.0%
C/C=C(\C)CN1CCC(Oc2cccc(C(=O)NCc3ccccn3)c2)CC1,6.7,-0.6%,-0.9%,10.5,3.0%,3.8,-2.0,?,3.5%,3.3,-3.7%
CC(=NNC(=O)c1cccc(S(=O)(=O)N2CCOCC2)c1)c1ccccc1,-0.1,0.0%,5.8%,9.6,/,/,7.6,/,/,/,/
CC(C)CNc1nc(=S)nc(N(C)C)[nH]1,-0.8,-0.7%,2.0%,13.8,-2.0%,-3.6,-15.3,-1.0%,-5.7%,0.9,-0.4%
O=C1CN(C(=O)CSc2nnc(Nc3ccccc3)s2)c2ccccc2N1,14.2,-1.1%,0.3%,-4.2,0.1%,-6.8,-20.1,18.3%,37.7%[activator],-0.1,-0.5%
CCN(CC)CCOc1c(C)cccc1Cl,5.1,0.4%,1.9%,-1.4,1.8%,2.6,-4.6,-7.7%,-5.1%,0.4,1.7%
CC1(C)N([O-])C(c2cccs2)=C[N+]1=O,-0.7,0.1%,2.9%,-7.3,-1.2%,-0.5,-6.4,5.1%,1.8%,-0.5,2.8%
O=S(=O)(c1ccccc1)N1CCN(CC2CC3C=CC2C3)CC1 (stereo not given),33.2,-0.3%,2.3%,-11.6,?,13.4,5.4,-14.2%,-6.1%,5.2,-2.0%
Cc1cc(=O)oc2cc(OCCCN3C(=O)c4ccccc4C3=O)ccc12,-1.6,0.0%,0.5%,0.0,-7.2%,-5.6,-6.8,13.4%,-1.6%,-0.2,4.2%
COc1ccc(-n2nnnc2SCC(=O)NC(=O)Nc2ccc3c(c2)OCCO3)cc1,-0.9,0.2%,-1.3%,2.3,7.2%,1.5,15.8,-9.0%,14.2%,1.5,0.7%
CCCc1cc(=O)oc2cc(C)cc(OCC(=O)NCCCN3CCOCC3)c12,5.2,-0.3%,1.3%,-18.3,/,0.0,20.5,-13.6%,-1.6%,8.1,7.6%
O=C(CN1C(=O)COc2ccccc21)NCCC1=CCCCC1,-4.7,0.0%,-3.1%,?,3.8%,0.2,4.4,5.4%,-4.1%,-11.3,1.0%
Cc1sc2c(=O)n3c(nc2c1C(=O)NC1CCCCC1)CCCCC3,0.1,0.1%,-0.3%,2.5,-1.8%,22.7,-12.8,?,1.5%,1.7,0.8%
Cc1ccccc1Nc1nnc(SCc2cc([N+](=O)[O-])cc3c2OCOC3)s1,-13.3,-0.4%,-5.8%,4.8,-7.6%,3.1,-8.1,-1.1%,23.6%,-9.1,0.7%
O=C(CSc1nnc(-c2ccccc2F)o1)NC(=O)Cc1ccccc1,5.0,-0.7%,0.9%,22.1,/,5.7,8.4,/,/,/,/
CC(=O)N/C(=C\c1ccc(C)o1)C(=O)NCc1ccccc1,-2.0,0.2%,0.6%,2.5,5.0%,3.3,-5.1,-0.7%,9.6%,-4.6,0.1%
c1ccc(-c2nc(N3CCN(c4ccccc4)CC3)nc(-n3ccnc3)n2)cc1,32.5,0.0%,1.6%,?,0.4%,6.3,-8.7,4.0%,-12.9%,-0.4,-0.3%
O=C(COc1ccc2c3c(c(=O)oc2c1)CCC3)NCCCN1CCOCC1,-13.0,-0.6%,1.8%,10.0,/,0.2,-4.8,/,-1.2%,/,6.8%
CCCCOc1ccc(C(=O)NN2CCN(C)CC2)cc1,0.1,-2.3%,2.3%,-7.2,-5.5%,-1.7,19.0,-0.8%,5.1%,2.1,0.7%
COC(=O)C1=CO[C@@H](O[C@@H]2O[C@H](CO)[C@@H](O)[C@H](O)[C@H]2O)[C@H]2[C@@H]1C(=O)C[C@@H]2C,13.0,-0.1%,-0.4%,2.9,/,-0.5,10.6,/,/,/,/
# (list continues)
SMILES,KCNH2 WT inh,B2AR arrestin,USP2a inh,KCNH2 3.1 block,PKM2 act,TRPV1 agonist,Giardia killer,Menin MLL FP TR,MLL CXXC-DNA inh,FBPA coupling cs,GALK inh
COc1cc(C(=O)NCCOc2ccc(C)c(C)c2)cc(OC)c1OC,-7.6,-0.4%,0.0%,-7.1,12.8%,-3.0,-13.2,-3.9%,-5.8%,-4.2,0.2%
CN(C)c1ccnc2sc(C(=O)NCc3ccccc3)c(N)c12,2.4,0.1%,-0.5%,-5.2,0.1%,-3.7,1.4,10.6%,4.6%,-0.1,-2.5%
O=C(NC1CCCc2ccccc21)C1CCN(S(=O)(=O)c2cccc(C(F)(F)F)c2)CC1 (stereo not given),-4.3,0.9%,-5.5%,3.0,-2.1%,-1.3,9.0,1.7%,11.7%,-0.9,1.4%
O=C(CSc1nnc(SCc2ccc(Cl)cc2)s1)N/N=C/c1ccc(C(=O)O)cc1,-6.2,0.0%,0.3%,15.4,-2.4%,8.5,-15.4,/,-8.3%,10.4,/
COc1ccc(C(CNC(=O)COc2ccc(-c3ccccc3)cc2)N2CCOCC2)cc1 (stereo not given),1.5,0.4%,-6.5%,2.9,9.9%,-0.7,-23.6,/,1.5%,2.7,-1.8%
c1ccc(-c2cc(-c3nn4c(-c5ccco5)nnc4s3)c3ccccc3n2)cc1,-15.9,-0.4%,0.3%,-3.5,2.6%,-5.2,33.4[activator],4.5%,9.5%,4.5,0.4%
CSc1cccc(NC(=O)CN(c2ccccc2)S(=O)(=O)N(C)C)c1,-11.0,3.5%,-1.8%,-8.2,-0.4%,0.1,1.4,?,7.2%,2.0,/
CCn1c2ccccc2c2cc(NC(=O)CSc3nnnn3-c3ccccc3)ccc21,-7.6,/,/,0.6,2.8%,-2.4,-9.5,?,11.6%,0.2,-1.7%
CC1=CC2=NC(=O)/C(=C\c3cn(C)c4ccccc34)C(=N)N2O1,-4.9,-0.4%,2.2%,-48.2,-6.6%,11.0,19.5,4.0%,-1.2%,1.7,4.0%
Cc1ccn2cc(-c3cccc(S(=O)(=O)N4CCCC4)c3)nc2c1,-0.8,0.4%,-1.4%,10.0,-4.4%,6.9,15.7,-6.9%,-1.0%,-3.7,0.1%
Cc1ccc(NC(=O)CSCc2n[nH]c(=O)[nH]2)c(Br)c1,-10.7,3.8%,1.0%,-6.5,-2.8%,-0.9,12.6,18.4%,0.4%,-3.3,-3.3%
COc1ccccc1NC(=S)NC(C)C(c1cccs1)N1CCOCC1 (stereo not given),6.8,-0.8%,8.5%,-0.2,-4.9%,12.7,?,/,-5.0%,-0.2,-1.5%
CCOCCn1c(C(C)C)nc2ccccc21,-4.3,-0.2%,1.9%,-8.7,0.1%,-5.6,1.0,/,-11.1%,1.2,-1.6%
O=C(Nc1ccccc1)Nc1nnc(COc2ccccc2F)s1,-5.5,-0.7%,-2.9%,-12.7,-0.1%,2.6,3.8,/,-7.0%,1.4,/
COc1ccc(C2N(c3ccc(Cl)cc3)C(=O)C3CCCN32)cc1 (stereo not given),-2.5,0.1%,-7.1%,0.2,0.4%,/,5.6,-2.5%[11.7 µM],-1.5%,0.6,0.2%
CN(C)S(=O)(=O)c1ccc(N2CCCC2)c(C(=O)NCC2CCCCC2)c1,-2.3,0.1%,0.4%,-2.8,1.8%,17.5,2.7,-14.1%,2.4%,-1.1,9.1%
NC(=O)c1ccsc1NC(=O)CS(=O)(=O)c1ccc(Cl)cc1,2.4,2.6%,-1.3%,3.5,/,4.1,8.0,/,11.5%,/,-3.6%

# Screens: PubChem BioAssay, National Center for Advancing Translational Sciences (NCATS)
